Assay outcomes (PubChem)
TDP2 absorb: TDP2 (human) inhibition, absorbance primary screen. recombinant TDP2, T5PNP hydrolysis, p-nitrophenol absorbance 415 nm. AID 720702. 370,000 tested, 0.34% active. inhibition, % at 12.8 µM. O95551;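 active = inhibition above the mean of all tested compounds plus 3 SD, set per campaign, cut at about 25% in these data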;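 also: 0% = DMSO with enzyme and 100% = buffer with substrate but no TDP2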
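System – recombinant human TDP2 · Quantity – TDP2 enzyme at 120 nM final · Doses – single concentration, 12.8 µM nominal, with 1% DMSO · Incubation – 2 h at 37 °C · Measured by – epi absorbance of p-nitrophenol freed from T5PNP by hydrolysis · Read-out – % inhibition relative to enzyme-containing and enzyme-free wells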
LEDGF integ inh: blocks HIV-1 LEDGF/p75-dependent DNA integration | TR-FRET IN-LEDGF/p75 DNA integration, Eu/Cy5 | inhibition, % at 3.7 µM | 370,000 tested, 0.64% active;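 active = inhibition above the screen-wide mean plus 3 SD, cut at about 13% in these data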;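 also: signal is the Cy5 over europium emission ratio at 671 and 618 nm; 0% = plate median of compound wells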
ADAM10 inh: ADAM10 inhibition, QFRET primary screen; 370,000 tested, 0.62% active; inhibition, % at 7 µM; O14672; recombinant ADAM10, EDANS/DABCYL FRET peptide cleavage, 3 h;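 active = inhibition above a per-campaign cutoff equal to the mean of compounds falling between control-based bounds plus 3 SD, cut at about 20% in these data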;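 also: 0% = DMSO wells while the 100% control is not disclosed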
ASAP1 inh: inhibitors of human ASAP1 ArfGAP activity; ASAP1-stimulated ARF1 GTP hydrolysis, GDP FP detection; AID 624377; 360,000 tested, 0.19% active; inhibition, % at 16.5 µM; Q9ULH1; in the data active = inhibition above about 25%;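 also: 0% = vehicle with enzyme and substrate and 100% = no enzyme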
Target sequence (Q9ULH1 325-724 limits assumed): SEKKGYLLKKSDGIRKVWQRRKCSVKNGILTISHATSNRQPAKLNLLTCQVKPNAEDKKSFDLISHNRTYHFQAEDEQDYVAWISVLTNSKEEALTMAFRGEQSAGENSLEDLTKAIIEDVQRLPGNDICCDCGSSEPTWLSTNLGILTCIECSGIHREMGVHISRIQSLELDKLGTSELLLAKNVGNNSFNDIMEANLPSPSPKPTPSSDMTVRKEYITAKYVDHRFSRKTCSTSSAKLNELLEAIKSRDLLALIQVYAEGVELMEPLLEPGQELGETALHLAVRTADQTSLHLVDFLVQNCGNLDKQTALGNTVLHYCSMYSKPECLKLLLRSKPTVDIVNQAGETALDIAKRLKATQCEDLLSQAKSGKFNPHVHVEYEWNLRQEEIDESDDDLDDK
DDE Tn7 FP inh: DD(E)-Tn7 binding inhibition, primary FP screen. inhibition, % at 8.3 µM. AID 720508. FP displacement of FITC-Tn7 peptide from fibrin DD(E); 0% = median of compound wells per plate. 370,000 tested, 0.13% active. P02675;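 active = inhibition above the mean of compounds falling within the control limits plus 3 SD of them, cut at about 14% in these data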;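 also: 0% = plate median of compound wells and 100% = 10 µM Aha-Tn7 peptide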
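Test system – human fibrin DD(E) · Times – 10 min preincubation, 3 h with tracer, room temperature · Detection – fluorescence polarization of the labelled Tn7 tracer · Measure – percent inhibition normalized to high-control wells · Benchmarks – high control wells with 10 µM unlabelled Aha-Tn7 peptide (full inhibition) · Repeats – singlicate testing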
proKLK7 act: proKLK7 (human) activation, primary screen; purified proKLK7, EDANS-DABCYL substrate fluorescence; 100% is mature enzyme control, 0% vehicle; 370,000 tested, 0.9% active; activation, % at 7 µM;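 active = activation above the mean of all tested compounds plus 3 SD, computed per campaign excluding outliers beyond control limits, cut at about 13% in these data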
Target sequence (P49862 whole entry, looked up): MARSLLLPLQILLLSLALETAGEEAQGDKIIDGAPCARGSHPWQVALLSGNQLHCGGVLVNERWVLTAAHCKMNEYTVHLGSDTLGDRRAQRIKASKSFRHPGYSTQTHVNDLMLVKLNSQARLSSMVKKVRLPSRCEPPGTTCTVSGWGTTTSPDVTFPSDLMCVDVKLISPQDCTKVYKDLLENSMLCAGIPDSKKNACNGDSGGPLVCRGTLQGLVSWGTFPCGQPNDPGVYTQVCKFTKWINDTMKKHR
ADAM17 inh: inhibitors of human ADAM17; AID 720648; recombinant ADAM17, EDANS/DABCYL FRET peptide cleavage; P78536; 370,000 tested, 0.83% active; inhibition, % at 6.95 µM;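 active = inhibition above the mean of compounds lying between control limits plus 3 SD, set per campaign, cut at about 8.5% in these data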;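 also: 0% = DMSO-only wells as the low control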
PLC-gamma1 inh: PLC-gamma1 (human) inhibition, primary screen | P19174 | inhibition, % at 12.2 µM | purified PLC-gamma1, fluorogenic substrate, fluorescence | AID 720700 | 370,000 tested, 0.84% active; in the data active = inhibition above about 9.5%
DDE Tn6 FP inh: inhibitors of Tn6 peptide binding to human fibrin DD(E) | AID 720509 | Fibrin DD(E) TRITC-Tn6 fluorescence polarization displacement | P02675 | inhibition, % at 8.3 µM | 370,000 tested, 0.21% active;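 active = inhibition above a per-campaign cutoff: mean of compounds within control limits plus 3 SD, cut at about 15% in these data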;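 also: 0% = median of all compound wells on the plate and 100% = blocking peptide control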
ARFGAP1 inhibitor: inhibits rat ARF GTPase activating protein 1; Q62848; Arfgap1-stimulated ARF1 GTP hydrolysis, GDP FP detection; inhibition, % at 16.5 µM; 360,000 tested, 0.26% active; AID 651572;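 active = inhibition above a per-plate limit, mean inhibition of low control wells plus 3 SD, cut at about 25% in these data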;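 also: 0% = DMSO wells with enzyme and 100% = wells lacking Arfgap1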
Target sequence (Q62848 1-136 limits assumed): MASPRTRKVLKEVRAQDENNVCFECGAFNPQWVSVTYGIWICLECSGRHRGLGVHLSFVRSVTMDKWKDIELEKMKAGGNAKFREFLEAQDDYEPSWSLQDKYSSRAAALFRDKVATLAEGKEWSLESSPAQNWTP
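Material: rat Arfgap1 GAP domain (His6, aa 1-136), purified enzyme. Also added: human ARF1(Δ1-17)-GTP substrate. Compound dosing: 16.5 µM single point, 1.26% DMSO. Timing: enzyme reaction 120 min at 25 °C after 20 min preincubation. Signal: GDP detection by fluorescence polarization. Read-out basis: percent inhibition of GAP-stimulated GDP formation, scaled between DMSO and no-Arfgap1 medians.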
Numbers without * were called inactive; nt = no result given; & = joins results of further samples.

Abbreviations: A = TDP2 absorb; B = LEDGF integ inh; C = ADAM10 inh; D = ASAP1 inh; E = DDE Tn7 FP inh; F = proKLK7 act; G = ADAM17 inh; H = PLC-gamma1 inh; I = DDE Tn6 FP inh; J = ARFGAP1 inhibitor
CCOC(=O)C(NC(=O)Cc1ccccc1)(Nc1cc(C)on1)C(F)(F)F (centres undefined)
  A: 0	B: 0	C: -6	D: 0	E: 0	F: 0.5	G: -3	H: 1	I: 1	J: -11

Nc1nc(-c2ccccc2)c(CCCNc2ccccc2)c(=O)[nH]1
  A: 6	B: -2	C: -4	D: 10	E: 2	F: 0.7	G: -1	H: -4	I: 6	J: -3

COc1ccc(NC(=O)C2CCOC(C)(C)C2)cc1 (centres undefined)
  A: 10	B: 0	C: 0	D: 8	E: -4	F: 0.4	G: -1	H: 1	I: 1	J: -5

N#CN1CCC(NS(=O)(=O)c2ccc(C(F)(F)F)cc2)CC1
  A: 10	B: -1	C: -2	D: -1	E: 8	F: -0.2	G: -2	H: 1	I: -3	J: -3

Cc1cc(Cl)ccc1OCC(=O)OCC(=O)Nc1cccnc1Cl
  A: -5	B: 9	C: -1	D: 0	E: -10	F: 0.2	G: 0	H: -1	I: 5	J: -4

C=C(C)CN(CC)C(=O)Cn1cnc2c(oc3ccccc32)c1=O
  A: -5	B: 1	C: 7	D: -4	E: 2	F: 0.3	G: -2	H: 4	I: -11	J: -4

C1CCC(CNc2c3c(nc4nnnn24)CCCC3)CC1
  A: -9	B: -1	C: -4	D: -14	E: -3	F: 0.5	G: -4	H: 2	I: 2	J: -2

COC(=O)[C@H](Cc1ccccc1)NC(=O)N1Cc2ccccc2C[C@H]1C(=O)OC
  A: -6	B: -3	C: -13	D: -14	E: 2	F: 0.6	G: -4	H: 0	I: 6	J: 2

CCc1ccccc1NC(=O)C1CCN(S(=O)(=O)c2ccc3c(c2)N(C(C)=O)CCO3)CC1
  A: -4	B: -4	C: -1	D: 9	E: -1	F: -0.3	G: -2	H: 1	I: 0	J: -12

CCOc1ccc(S(=O)(=O)N2CCCC(C(=O)Nc3ccccc3)C2)cc1 (centres undefined)
  A: -10	B: -11	C: -3	D: -3	E: -1	F: -0.3	G: 0	H: 0	I: 0	J: 8

CCN(CCNC(=O)C1CCN(S(=O)(=O)c2cccc3nsnc23)CC1)c1ccccc1
  A: -5	B: -4	C: 7	D: 2	E: -2	F: -0.6	G: 2	H: 6	I: -3	J: -2

CCNC(=O)N1CCN(C(=O)NCC)CC1
  A: 1	B: -2	C: 2	D: 0	E: 4	F: -0.1	G: -3	H: 2	I: 6	J: 5

NC(=O)c1[nH]cnc1N
  A: 12&4	B: 2&-2	C: 1&-13	D: -4&3	E: -8&4	F: 0.4&-0.5	G: 0&-9	H: -2&-4	I: -5&4	J: 0&-2

COC(=O)c1ccccc1NC(=O)c1cccc(COc2ccccc2Cl)c1
  A: 3	B: 4	C: -8	D: 12	E: -3	F: -0.7	G: 0	H: -4	I: 5	J: -9

Cc1ccc(-c2csc(N3CCC(C(N)=O)CC3)n2)cc1
  A: 0	B: -3	C: 4	D: -5	E: 9	F: -0.9	G: -2	H: -1	I: 5	J: -2

COc1ccc(C(=O)c2coc3ccc(O)c(CN4CCCCC4)c23)cc1
  A: -1	B: 3	C: 1	D: 9	E: 2	F: 0.0	G: -1	H: 2	I: 4	J: 4

CC(O)CCC(=O)NNC1CC(=O)N(c2ccccc2)C1=O (centres undefined)
  A: -2	B: 2	C: -2	D: 2	E: -8	F: 0.2	G: -3	H: 2	I: -4	J: 12

CCc1ccc(CNC(=O)c2ccc3nc(C4CCCCC4)oc3c2)nc1
  A: -4	B: 0	C: -33	D: -9	E: 2	F: -0.3	G: -9	H: -4	I: -1	J: 0

Cc1ccc(NC(=O)O/N=C/c2ccc(N(C)C)cc2)cc1
  A: -2	B: 2	C: -21	D: 7	E: -7	F: 0.7	G: -11	H: -1	I: -5	J: -8

CC(C)Cn1c(N)c(C(=O)COC(=O)c2cc(-c3ccco3)nc3ccccc23)c(=O)n(C)c1=O
  A: 3	B: 6	C: 0	D: -6	E: -3	F: -0.6	G: -2	H: -4	I: -8	J: 13

O=C(OC12CCCN(C1)/C(=C/c1ccc(Cl)cc1)C2)c1ccno1 (centres undefined)
  A: 3	B: -2	C: 2	D: nt	E: -3	F: 0.2	G: 1	H: -2	I: 2	J: nt

Cc1ccc(C(=O)CSc2n[nH]c(-c3ccco3)n2)cc1C
  A: -2	B: -1	C: -4	D: 6	E: 1	F: 0.4	G: 1	H: -3	I: -6	J: -6

Cc1ccc(NNC(=O)c2ccno2)cc1Cl
  A: 0	B: -3	C: -10	D: -10	E: -8	F: 0.1	G: -5	H: 1	I: 2	J: -7

O=C(Nc1ccc(F)cc1)C(c1ccccc1)N1CCN(S(=O)(=O)c2ccc3ccccc3c2)CC1 (centres undefined)
  A: -1	B: -7	C: 20	D: 5	E: 2	F: -0.2	G: 5	H: 3	I: 0	J: 7

Clc1cccc(CNCC2CCCO2)c1Cl (centres undefined)
  A: -11	B: 3	C: 4	D: -3	E: 0	F: -0.2	G: -1	H: 3	I: 6	J: 6

The final 5 entries of the section above lead into the next:
Abbreviations: A = TDP2 absorb; B = LEDGF integ inh; C = ADAM10 inh; D = ASAP1 inh; E = DDE Tn7 FP inh; F = proKLK7 act; G = ADAM17 inh; H = PLC-gamma1 inh; I = DDE Tn6 FP inh; J = ARFGAP1 inhibitor
O=C(OC12CCCN(C1)/C(=C/c1ccc(Cl)cc1)C2)c1ccno1 (centres undefined)
  A: 3	B: -2	C: 2	D: nt	E: -3	F: 0.2	G: 1	H: -2	I: 2	J: nt

Cc1ccc(C(=O)CSc2n[nH]c(-c3ccco3)n2)cc1C
  A: -2	B: -1	C: -4	D: 6	E: 1	F: 0.4	G: 1	H: -3	I: -6	J: -6

Cc1ccc(NNC(=O)c2ccno2)cc1Cl
  A: 0	B: -3	C: -10	D: -10	E: -8	F: 0.1	G: -5	H: 1	I: 2	J: -7

O=C(Nc1ccc(F)cc1)C(c1ccccc1)N1CCN(S(=O)(=O)c2ccc3ccccc3c2)CC1 (centres undefined)
  A: -1	B: -7	C: 20	D: 5	E: 2	F: -0.2	G: 5	H: 3	I: 0	J: 7

Clc1cccc(CNCC2CCCO2)c1Cl (centres undefined)
  A: -11	B: 3	C: 4	D: -3	E: 0	F: -0.2	G: -1	H: 3	I: 6	J: 6

Fc1ccc(N2C(=S)SC(=Nc3ccccc3)C2=Nc2ccccc2)cc1
  A: 2	B: -1	C: -18	D: -3	E: 1	F: 0.4	G: -5	H: 3	I: 0	J: -5

O=C1CC(c2ccccc2)n2nc(NC(=O)c3ccccn3)nc2N1 (centres undefined)
  A: 4	B: 1	C: -3	D: -9	E: 7	F: 0.5	G: -4	H: 0	I: 2	J: -8

Cc1ccccc1CSc1nnc2ccc(-c3ccncc3)nn12
  A: 20	B: -4	C: -10	D: -3	E: -1	F: -0.2	G: -7	H: -52	I: -5	J: 0

OCC1(CCOc2ccccc2)CCN(Cc2nc3ccc(F)cc3[nH]2)CC1
  A: 11	B: -1	C: -6	D: 6	E: 0	F: 0.3	G: -2	H: -4	I: -6	J: 14

Cc1ccc(S(=O)(=O)n2nc(-c3ccco3)nc2N)cc1
  A: 14	B: -3	C: 0	D: 10	E: 4	F: 0.1	G: 0	H: -2	I: 8	J: -3

COc1cccc(C(=O)Nc2ncc3c(n2)CC(C)(C)CC3=O)c1
  A: -6	B: -1	C: -3	D: -16	E: -1	F: -0.3	G: -5	H: -3	I: 2	J: 2

O=C(c1cc2c(s1)CCCCC2)N1CCN(c2ncccn2)CC1
  A: -3	B: -2	C: 1	D: -11	E: -4	F: 0.8	G: -5	H: -4	I: -8	J: 4

CCOc1ccc(C(=O)NC(C(=O)NCc2ccccc2OC)C(C)C)cc1 (centres undefined)
  A: 0	B: 2	C: -11	D: -3	E: 1	F: -0.1	G: -4	H: -1	I: 4	J: -10

CC(=O)N1CCCc2cc(S(=O)(=O)NC(C(=O)NC(C)c3ccccc3)C(C)C)ccc21 (centres undefined)
  A: 6	B: -3	C: -6	D: 4	E: 3	F: -0.6	G: -4	H: 0	I: 4	J: -10

CCCN1C2=NS(=O)(=O)CCN2c2ccccc21
  A: 10	B: -1	C: 6	D: -9	E: 6	F: 0.4	G: -2	H: 0	I: -2	J: -4

CC(C)N(C(=O)CSc1nc2c([nH]1)c(=O)n(C)c(=O)n2C)c1ccccc1
  A: 8	B: 8	C: -27	D: 11	E: 0	F: 0.7	G: -4	H: 0	I: 3	J: -7

CC(C)Cn1c(=O)c2ccccc2n2c(CCC(=O)NC3CCN(Cc4ccccc4)CC3)nnc12
  A: 5	B: 4	C: 1	D: 7	E: -6	F: -0.2	G: 1	H: 1	I: -1	J: 9

Cc1cccc(N2CC(C(=O)Nc3nccs3)CC2=O)c1C (centres undefined)
  A: -6	B: -3	C: 3	D: -15	E: 3	F: -1.0	G: -6	H: -1	I: 4	J: 1

O=C(CCC1CCCC1)Nc1ccc(C(=O)NCc2cccnc2)cc1
  A: 2	B: 0	C: -5	D: 9	E: -3	F: 0.0	G: -1	H: 1	I: -1	J: -1

CCn1cc(C(=O)N2CCN(c3ccccc3F)CC2)c(=O)c2ccc(C)nc21
  A: 2	B: -3	C: -5	D: -5	E: 1	F: 0.1	G: 1	H: 0	I: 5	J: 11

Cc1ccc2c(c1)N(CC(=O)N(Cc1ccc3c(c1)OCO3)CC1CCCO1)C(=O)C(C)O2 (centres undefined)
  A: -4	B: 0	C: -3	D: 1	E: 0	F: -0.5	G: -6	H: -2	I: -2	J: -7

CCOc1ccccc1C1C(C#N)=C(SCC(=O)OC)NC(=O)C1C(=O)OC (centres undefined)
  A: 3	B: 2	C: -12	D: -6	E: 3	F: 1.0	G: -4	H: -2	I: -2	J: -2

O=C(Cc1ccc(Cl)cc1)N/N=C/c1c(Cl)cccc1Cl
  A: 1	B: -1	C: -3	D: 1	E: -1	F: -0.1	G: 2	H: 3	I: -5	J: -10

Brc1ccc2nc(-c3ccco3)c(Cc3ccccc3)n2c1
  A: -20	B: 2	C: -35	D: 7	E: 3	F: -0.4	G: -5	H: -19	I: 0	J: -4
